Bioassay records from PubChem BioAssay.
ERAP1 HTS inh = blocks human ERAP1 aminopeptidase activity; Q9NZ08; recombinant ERAP1, Leu-AMC fluorescence, 60 min; inhibition, % at 10.7 µM; actives 0.15% (n = 340,000); AID 652197;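 active = mean replicate inhibition of at least 30%, or all replicates individually reaching that 30% level; inactive = mean below 30% and not every replicate reaching it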;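 note: 0% = neutral control wells and 100% = L-leucinethiol positive control wells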
Target sequence (Q9NZ08 whole entry, looked up): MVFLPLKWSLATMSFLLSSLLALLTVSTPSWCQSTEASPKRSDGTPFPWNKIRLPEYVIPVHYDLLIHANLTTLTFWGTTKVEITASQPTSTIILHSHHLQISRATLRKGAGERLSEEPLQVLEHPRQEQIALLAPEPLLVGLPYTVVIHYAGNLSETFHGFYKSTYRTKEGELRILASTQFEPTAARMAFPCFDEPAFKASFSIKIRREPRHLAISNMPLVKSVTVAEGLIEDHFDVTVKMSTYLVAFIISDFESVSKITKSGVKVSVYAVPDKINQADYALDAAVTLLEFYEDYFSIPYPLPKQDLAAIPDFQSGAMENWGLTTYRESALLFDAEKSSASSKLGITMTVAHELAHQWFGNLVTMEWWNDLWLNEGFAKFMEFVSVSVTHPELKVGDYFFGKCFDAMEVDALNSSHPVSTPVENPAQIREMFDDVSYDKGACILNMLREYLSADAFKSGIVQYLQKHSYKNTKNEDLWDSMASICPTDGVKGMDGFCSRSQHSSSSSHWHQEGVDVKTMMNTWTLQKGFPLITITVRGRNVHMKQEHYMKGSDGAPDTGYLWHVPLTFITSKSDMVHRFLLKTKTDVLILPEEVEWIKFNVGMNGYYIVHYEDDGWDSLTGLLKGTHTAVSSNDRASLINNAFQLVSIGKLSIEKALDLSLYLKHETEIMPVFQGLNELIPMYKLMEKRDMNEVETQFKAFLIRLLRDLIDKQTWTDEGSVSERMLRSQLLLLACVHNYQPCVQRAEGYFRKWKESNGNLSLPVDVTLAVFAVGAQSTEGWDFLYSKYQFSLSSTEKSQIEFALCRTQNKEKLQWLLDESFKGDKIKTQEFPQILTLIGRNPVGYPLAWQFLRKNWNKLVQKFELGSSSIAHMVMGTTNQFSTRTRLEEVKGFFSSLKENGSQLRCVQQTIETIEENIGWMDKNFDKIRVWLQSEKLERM
E-sel inducer = induces E-selectin expression in human endothelial cells | P16581 | HUVEC E-selectin immunofluorescence imaging; normalized: neutral wells 0, TNF-alpha wells 100 | activation, % at 7.58 µM | actives 0.37% (n = 260,000);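 active = mean E-selectin-positive cell signal at least 10% of the positive control, reached in at least 60% of replicates, without over 20% cell loss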;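 note: in these data hits start at about 27%; measured in HUVEC primary endothelial cells; signal is the percent of cells scored E-selectin positive by PE staining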
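Test system – human umbilical vein endothelial cells (HUVEC), E-selectin induction · Input – 3,000 HUVEC seeded per well · Buffer or medium – EGM-2, gelatin · Compound dosing – single-point compound dose · Detection – immunofluorescence imaging · Measure – percent E-selectin-positive cells · Controls – TNF-alpha high, DMSO low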
Xi reactivation = X-chromosome reactivation activator. XiGFP mouse fibroblasts, % GFP-positive cells imaging, 3 d; cells co-treated with 5-aza-dC sensitizer; scaled so ellipticine positive control = 100%. activation, % at 7.58 µM. actives 0.055% (n = 360,000). AID 743238;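 active = mean normalized replicate activation at least 10% and every replicate at or above 10%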;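 note: 0% = median of on-plate neutral control wells and 100% = ellipticine 6 µM median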
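System: SV40-immortalized XiGFP fibroblast cells, line 68-5-11 / Incubation: 3-day compound exposure, then 15 min fixation at room temperature / Compound: single concentration per compound, delivered by pin transfer / Buffer or medium: DMEM plus 5-aza-dC sensitizer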
RAD54 branch = blocks human RAD54 Holliday junction branch migration. actives 0.14% (n = 360,000). Q92698. AID 602329. inhibition, % at 10.4 µM. FAM/BHQ fluorescence;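 active = mean normalized replicate activity at least 40 and at least half of replicates scoring 40 or more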;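 note: 0% = median of neutral control wells and 100% = median of positive control wells; inhibitors cause a drop in the FAM fluorescence signal; in these data hits start at about 50%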
esBAF inh = SWI/SNF esBAF complex inhibition. reporter increase, % at 12.5 µM. actives 2% (n = 350,000). mouse ES cells, Bmi1-luciferase knock-in reporter, 24 h; 100% = twice the neutral-well signal; in the data active = activation above about 40%;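 note: 0% = median of the plate's neutral control wells and 100% = double that signal; a rise in the Bmi1 reporter signal indicates esBAF inhibition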
ERp5 inh = inhibitors of human ERp5; inhibition, % at 9.99 µM; ERp5 insulin aggregation, absorbance 650 nm, 90 min; AID 651711; Q15084; actives 0.05% (n = 350,000);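 active = mean replicate inhibition above about 25%, with every replicate also reaching it, limit read from the data, passing the limit was not always enough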
S100A4 inh HTS = inhibitors of human S100A4 binding to myosin IIA peptide; AID 652163; S100A4/TAMRA-MyoIIA peptide fluorescence polarization; P26447; actives 0.14% (n = 360,000); inhibition, % at 10.7 µM;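 active = mean inhibition of at least 70% across replicates, with every replicate also reaching that level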
Target sequence (P26447 whole entry, looked up): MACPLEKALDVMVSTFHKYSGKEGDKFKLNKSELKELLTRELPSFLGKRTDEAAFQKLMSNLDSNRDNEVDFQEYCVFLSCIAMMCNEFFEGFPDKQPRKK
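assay system = human S100A4 monomer with TAMRA-labelled myosin IIA peptide | also added = labelled myosin peptide probe, 5 nM | incubation = 5 min between mix addition and reading | control set = DMSO and TFP controls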
RAD52 inh = inhibitors of human RAD52 DNA annealing | P43351 | actives 0.46% (n = 360,000) | inhibition, % at 18.7 µM | recombinant RAD52 DNA annealing, FRET fluorescence;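 active = every replicate showing at least 50% inhibition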
An asterisk follows results filed as active; / = no result given; & = joins results of further samples.

SMILES	ERAP1 HTS inh	E-sel inducer	Xi reactivation	RAD54 branch	esBAF inh	ERp5 inh	S100A4 inh HTS	RAD52 inh
C=CCNC(=O)[C@@H]1CSC2c3ccc(OC)c(OC)c3C(=O)N21 (stereo partly specified)	5	/	0.1	-3	4	2	-2	-11
C[C@@H]1CN([C@H](C)CO)S(=O)(=O)c2ccc(Br)cc2O[C@@H]1CN(C)C(=O)C1CC1	0	/	0.5	-4	1	-2	-22	-8
Cc1nc(C)n(C(C)CNS(=O)(=O)c2ccc(Cl)cc2)n1 (stereo unspecified)	-4	/	0.3	2	3	-2	0	5
O=C(O)C1CCN(C(=O)c2ccccc2C(=O)N2CCC(C(=O)O)CC2)CC1	11	/	/	12	-1	-5	-1	-6
C#CCOCCOCCOCCNc1nc(N2CCN(C(=O)[C@H]([C@@H](C)O)n3cc(CCCCN)nn3)CC2)nc(N2CCN(C(=O)[C@H](CCCCN)n3cc(CCCC)nn3)CC2)n1	-7	-0.1	2.2	-42	-5	-1	14	35
Cc1ccc(CNc2ccc3c(c2)ncn3C(C)(C)C)cc1	-2	0.1	0.3	/	16	3	-5	-10
O=S1(=O)OCCC(c2ccccc2)N1Cc1ccccc1 (stereo unspecified)	1	0.0	0.0	-5	0	0	-11	-17
COc1ccc(NC(=O)Nc2ccc3c(c2)C(=O)N([C@@H](C)CO)C[C@@H](C)[C@@H](CN(C)Cc2ccc(-c4ccccc4)cc2)O3)cc1	-4	-1.9	0.1	8	0	-1	-12	44
CC1(C)N=C(N)N=C(N)N1c1ccc(CCCCc2ccccc2)cc1	3	-0.3	0.0	29	/	0	0	85*
CN1c2ccc(Br)cc2[C@@H]2[C@@H](CCN2C(=O)Nc2ccc(F)cc2)[C@@H]1CO	2	-0.1	0.0	1	-1	0	0	-3
CC(C)NC(=O)Nc1cccc2c1O[C@@H](CN(C)Cc1ccc(Cl)c(Cl)c1)[C@@H](C)CN([C@@H](C)CO)C2=O	2	17	-0.1	4	1	0	-1	2
CN(C)C(=O)c1ccc(NC(=O)c2cc(-c3ccco3)nc3ccccc23)cc1	-1	/	0.1	0	/	-12	-2	-14
CCOC(=O)c1ccc(NC(=O)CN2C(=O)CSCC2=O)cc1	-2	1.4	0.0	/	/	0	2	-10
COc1ccc(OC)c(CN2CCN(S(=O)(=O)c3ccccc3)CC2)c1	/	3.4	0.1	-3	-10	9	2	-9
Cc1ccc(CN(C)C[C@@H]2OCc3cnnn3CCCC(=O)N([C@H](C)CO)C[C@H]2C)cc1	0&1	1.0&0.2	0.2	2&2	0&-2	3&2	-8&0	-18&15
C[C@H]1CCCCO[C@@H](CN(C)C(=O)Nc2ccc(C(F)(F)F)cc2)[C@@H](C)CN([C@@H](C)CO)C(=O)c2cc(NC(=O)Nc3cccc4ccccc34)ccc2O1	-1	0.4	0.4	3	-2	1	0	-16
CCc1csc(N2[C@@H](C#N)[C@H](c3ccc(-c4ccc(F)cc4)cc3)[C@@H]2CO)n1	2	-0.2	0.1	10	15	11	-13	-24
S=c1[nH]cc(-c2ccc(Cl)cc2)n1-c1ccccc1	0	-3.0	0.3	/	/	-4	0	3
CCOC(=O)c1c(S(=O)(=O)NCC(=O)Nc2cc(C)ccn2)c(C)n(C)c1C	-1	/	0.0	3	8	0	-6	-5
Cc1c(C(C)(C)C)s/c(=N/S(=O)(=O)c2ccccc2)n1C	1	/	0.1	-9	-5	1	1	-6
Cc1ccc(Cc2c(-c3ccccc3)nc3c4ccccc4ccn23)cc1	1	0.1	-0.1	/	/	1	-2	-70
O=C(NCc1ccc2c(c1)OCO2)c1c(O)nc2sccn2c1=O	2	2.8	0.0	-5	-6	-2	-2	-1
C[C@@H]1CN([C@H](C)CO)C(=O)c2cc(-c3ccc(C(=O)N(C)C)cc3)cnc2O[C@@H]1CN(C)C(=O)c1cccnc1	8&-3&-3	0.0	0.3&0.4	-1&3&-4	-13&-1&0	8&4&1	-2&11&21	-4&10&-1
c1coc(C2OCC3(CO2)COC(c2ccco2)OC3)c1 (stereo unspecified)	0	2.2	0.2	/	/	5	2	-6
COc1ccc(/C=N/n2c(SC)nnc2-c2ccccc2)cc1C	-3	/	/	-1	-4	-2	-2	0
C[C@H]1CN([C@@H](C)CO)C(=O)c2cc(-c3ccccc3F)cnc2O[C@H]1CN(C)C(=O)C1CCCCC1	-4	0.6	-0.1	-5	1	-1	-4	6
CCCCN(C)C(=O)C1CCCN(S(=O)(=O)c2ccc3c(c2)oc(=O)n3C)C1 (stereo unspecified)	3	1.1	0.0	-9	1	2	0	-4
O=C(c1ccc2nc(N3CCOCC3)sc2c1)N1CCCC1	2	0.2	-0.1	-2	13	6	2	-1
COc1cc(/C=C2\C(=N)N3N=C(S(C)(=O)=O)SC3=NC2=O)ccc1OCCOc1ccccc1C	5	-0.2	0.1	-6	9	2	-1	-33
Cc1ccc(-n2ncc3c2CCCC3NC(=O)CCCN2CCCCC2=O)cc1C (stereo unspecified)	-1	0.4	0.0	-3	/	4	-4	7
Cc1cccc(OCC(=O)OC(C)CN2CCCCC2)c1 (stereo unspecified)	-2	-0.4	-0.1	-13	3	2	1	-23
O=S(=O)(Nc1ccncc1)c1cc(Cl)ccc1Cl	-3	-0.2	0.0	-5	-2	-8	3	-19
CC(C)(C)OC(=O)N1CCC(NC(=O)c2nc[nH]c2C(=O)NCC(=O)OCc2ccccc2)CC1	/	0.2	0.0	-5	0	-1	-1	10
O=S(=O)(NN=C1CCCCCC1)c1ccc(Cl)cc1	-3	-0.2	1.8	9	10	-3	1	-29
CCCC(=O)Nc1cc(C)c(NC(=O)c2ccco2)cn1	1	-0.2	0.0	-1	-8	3	0	-8
Cc1cccc(NS(=O)(=O)c2ccc(C)c(C(=O)N(C)C3CCN(C)CC3)c2)c1	-9	1.9	-0.1	2	-3	-3	1	-1
CC(C)CC#Cc1cnc2c(c1)C(=O)N([C@H](C)CO)C[C@@H](C)[C@@H](CN(C)C(=O)c1cccc(F)c1)O2	0	0.5	-0.2	-4	2	2	-2	-13
CCOC(=O)C1CN(S(=O)(=O)c2ccc(Cl)cc2)c2cc(S(=O)(=O)CC)ccc2O1 (stereo unspecified)	2	/	0.0	/	/	-4	4	-7
C[C@@H]1CCCCO[C@@H](CN(C)Cc2ccc3c(c2)OCO3)[C@@H](C)CN([C@H](C)CO)C(=O)c2cc(NS(=O)(=O)c3cccs3)ccc2O1	/	-0.1	0.0	-17	-3	/	/	/
Cc1ccc(CCNC(=O)C2CCN(S(=O)(=O)c3cccc4cccnc34)CC2)cc1	3	/	0.0	-9	1	5	-1	-13
NNC(=O)c1oc2nc(-c3ccco3)cc(-c3ccco3)c2c1N	-3	/	0.1	4	/	-2	-21	-19
Cc1cc(C)c2nc(N(CCCN(C)C)C(=O)c3ccc4c(c3)OCCO4)sc2c1	1	0.2	-0.1	17	/	-7	1	44
CCCc1nc2ccccc2c(C(=O)OCC(=O)NC2CC2)c1CC	0	13	0.0	1	-1	2	-1	-22
Cc1nnc(SCc2ccc([N+](=O)[O-])cc2)[nH]c1=O	-3	/	0.0	/	/	-2	11	-1
Cc1ccc(N=Cc2c(O)ccc3ccccc23)cc1F	3	-1.6	0.0	/	/	0	0	3
NC(=O)CNC(=O)[C@@H]1CC2(CC(c3ccccc3)=NO2)CN1C(=O)c1ccc(Br)cc1 (stereo partly specified)	5	1.3	0.0	-9	3	-1	2	4
COc1ccc(C(=O)Nc2c(Cl)cc(Cl)cc2C(=O)N2CCOCC2)cc1	1	/	0.2	/	/	-8	1	-1
C[C@H]1CCCCO[C@H](CN(C)C(=O)CCC(F)(F)F)[C@@H](C)CN([C@@H](C)CO)C(=O)c2cc(NS(=O)(=O)c3ccccc3)ccc2O1	2	0.1	-0.9	0	0	-2	-6	11
Cc1ccc(S(=O)(=O)N2CCC(C(=O)OCC(=O)N(Cc3ccccc3)C(C)(C)C)CC2)cc1C	4	/	0.2	11	/	14	9	-4
Cc1ccc(S(=O)(=O)N2CCN(C(=O)CN3C(=O)c4ccccc4C3=O)CC2)c(C)c1	-1	0.1	-0.1	3	1	-3	-3	-16
Other structures
SMILES	ERAP1 HTS inh	E-sel inducer	Xi reactivation	RAD54 branch	esBAF inh	ERp5 inh	S100A4 inh HTS	RAD52 inh
O=C(Nc1ccc(F)cc1)N[C@@H]1CC[C@H](CC(=O)N2CCOCC2)O[C@@H]1CO	-1	0.4	0.1	-3	3	2	1	-5
CN(C(=O)c1cccc(NC(=O)Cc2ccc(NC(=O)C3CCN(C(=O)CCc4ccccc4)CC3)cc2)c1)C1CCCCC1	/	8.8	0.1	-5	5	0	-9	0
CCOC(=O)c1ccc(NC(=O)CSc2nc3ncccc3[nH]2)cc1	-1	/	0.0	1	/	-3	-2	-21
O=C(c1ccccn1)N1C[C@H]2[C@@H](c3ccccc31)[C@@H](CO)N2C(=O)Nc1ccccc1	1	1.1	0.2	16	-3	-3	11	-2
O=S(=O)(Nc1ncnc2scc(-c3ccc(F)cc3)c12)c1cc(F)ccc1F	3	1.2	0.0	/	-2	8	-4	-17
O=C(COC(=O)/C=C/c1cn(-c2ccccc2)nc1-c1ccc2c(c1)OCCO2)NC1CCS(=O)(=O)C1 (stereo unspecified)	/	3.2	1.9	-1	14	5	2	-17
C[C@H]1CN([C@@H](C)CO)C(=O)c2cc(NC(=O)CCC(F)(F)F)ccc2O[C@H]1CN(C)C	-1	/	0.0	5	0	2	-7	-7
Cc1cc(C2=NNC(=NCCc3ccccc3)SC2)c(C)n1CC1CCCO1 (stereo unspecified)	-5	/	0.0	2	30	4	-4	-6
COc1ccc(Oc2c(C(F)(F)F)oc3cc(OCC(=O)O)ccc3c2=O)cc1	1	0.0	0.0	1	-8	1	-3	-1
O=C(/C=C/c1ccccc1)NCCc1ccc2c(c1)OCCO2	1	/	-0.1	/	/	1	-9	-16

Rewritten with two lines to a compound: entries from further up.
Results follow in this order: ERAP1 HTS inh | E-sel inducer | Xi reactivation | RAD54 branch | esBAF inh | ERp5 inh | S100A4 inh HTS | RAD52 inh
O=C(COC(=O)/C=C/c1cn(-c2ccccc2)nc1-c1ccc2c(c1)OCCO2)NC1CCS(=O)(=O)C1 (stereo unspecified)
  / | 3.2 | 1.9 | -1 | 14 | 5 | 2 | -17
C[C@H]1CN([C@@H](C)CO)C(=O)c2cc(NC(=O)CCC(F)(F)F)ccc2O[C@H]1CN(C)C
  -1 | / | 0.0 | 5 | 0 | 2 | -7 | -7
Cc1cc(C2=NNC(=NCCc3ccccc3)SC2)c(C)n1CC1CCCO1 (stereo unspecified)
  -5 | / | 0.0 | 2 | 30 | 4 | -4 | -6

(more compounds)
SMILES	ERAP1 HTS inh	E-sel inducer	Xi reactivation	RAD54 branch	esBAF inh	ERp5 inh	S100A4 inh HTS	RAD52 inh
COc1ccc(CCNC(=O)COC(=O)Cc2c[nH]c3ccccc23)cc1OC	1	-0.2	0.2	-5	-1	6	12	-9
Cc1ccc(S(=O)(=O)Nc2cccc3c2O[C@@H](CN(C)S(=O)(=O)c2ccc(F)cc2)[C@@H](C)CN([C@@H](C)CO)C3=O)cc1	/	-0.3	-0.5	6	0	/	/	/
Cc1cc(-c2ccc(N3CCOCC3)cc2)nc2ccccc12	12	-0.2	0.9	/	/	0	20	-149
N#CC1=C2N=C(N)c3ccccc3N2C2=C(C(=O)CCC2)C1c1cccc(Cl)c1 (stereo unspecified)	-3	-0.1	0.2	-3	4	-9	3	-41
CCCCSc1nn[nH]n1	0	/	/	0	-1	4	-1	-4
